KOR beta-arrestin-1: KOR agonists, beta-arrestin recruitment, primary screen, cell-based, luminescence, uHTS (AID 1777). 280,000 compounds, 0.02% hits. KOR beta-arrestin recruitment, luminescence; higher % means a stronger effect. activation, % at 10 µM, or EC50 in µM where a hit was titrated; in the data active means activation above about 50%, passing the limit was not always enough; further: a part of the inactive calls stands beside numbers as strong as those of hits
NOD1 NF-kB reporter: NOD1 signaling inhibitors, primary screen, cell-based, luminescence, uHTS (AID 1578); NOD1-driven NF-kB luciferase reporter cells, luminescence; higher % means a stronger effect; one-dose inhibition, % at 4 µM; EC50 in µM for titrated hits; 290,000 compounds, 1% hits; in the data active means inhibition mostly above about 36%, no sharp cut-off; inactive means mostly below about 34%;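 further: HEK-293T reporter cells stimulated with the NOD1 agonist gamma-tri-DAP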
MgcRacGAP inhibition: MgcRacGAP GTPase-activating activity inhibitors, confirmation, biochemical, ADP Hunter fluorescence; MgcRacGAP-stimulated Rac1 GTP hydrolysis, ADP Hunter fluorescence; higher % means a stronger effect; GST-tagged Rac1 F28L mutant substrate; inhibition, % at 30 µM, or IC50 in µM where a hit was titrated; 340,000 compounds, 0.6% hits;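 active means first-screen hits whose inhibition reached a set limit at any dose in the follow-up dose series; inconclusive means inhibition above the set first-screen limit but never retested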;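 further: fluorescence reports GDP produced by GAP-driven GTP hydrolysis; strong numbers were not always called active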
GPR35 arrestin U2OS: inhibition of zaprinast-stimulated GPR35 beta-arrestin translocation – imaging, U2OS, beta-arrestin-GFP, zaprinast agonist, primary screen (AID 2058); one-dose inhibition, % at 10 µM; IC50 in µM for titrated hits; U2OS GPR35 beta-arrestin-GFP translocation imaging, zaprinast antagonism; higher % means a stronger effect; 290,000 compounds, 0.052% hits;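 active means inhibition of at least 50% with at least 30 cells and total cytoplasm GFP at most 10,000,000; inconclusive means under 30 cells or total GFP of 10,000,000 plus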
GPR55 beta-arrestin: GPR55 agonists via beta-arrestin recruitment, primary screen, imaging, U2OS cells, beta-arrestin-GFP redistribution (AID 1961); 290,000 compounds, 0.048% hits; activation, % at 10 µM, or EC50 in µM where a hit was titrated; U2OS GPR55 beta-arrestin-GFP redistribution imaging; higher % means a stronger effect;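 active means activation above 40% with more than 50 cells counted in the well; inconclusive means wells holding fewer than 50 cells, flagged as toxic or sparse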;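 further: U2OS osteosarcoma cells stably expressing GPR55 and beta-arrestin-GFP; plate controls were DMSO negative control for no effect and LPI positive control for full effect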
NTR1 agonist: NTR1-driven beta-arrestin-GFP spot formation – imaging, U2OS cells, high content, primary screen (AID 493036). 330,000 compounds, 0.17% hits. P30989. agonist mode. activation, % at 20 µM;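 active means activation at or above 40% of the spot to cytoplasm intensity ratio, with at least 20 cells analyzed; inconclusive means wells under 20 cells, flagged as cytotoxic or low count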;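 further: 0% = DMSO without peptide and 100% = 100 nM NTR1 peptide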
Target sequence (P30989 whole entry, looked up): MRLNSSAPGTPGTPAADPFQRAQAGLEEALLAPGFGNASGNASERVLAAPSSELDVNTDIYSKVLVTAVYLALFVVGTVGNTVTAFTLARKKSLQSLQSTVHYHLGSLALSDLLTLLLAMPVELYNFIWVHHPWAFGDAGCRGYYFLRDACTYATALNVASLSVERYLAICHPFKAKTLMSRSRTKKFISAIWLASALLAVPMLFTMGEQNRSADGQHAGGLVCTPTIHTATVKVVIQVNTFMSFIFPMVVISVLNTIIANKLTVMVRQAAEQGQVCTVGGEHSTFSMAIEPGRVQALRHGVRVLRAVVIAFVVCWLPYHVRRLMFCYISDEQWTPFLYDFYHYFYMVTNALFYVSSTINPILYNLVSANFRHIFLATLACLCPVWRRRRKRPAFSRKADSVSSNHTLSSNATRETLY
KOR beta-arrestin-2: kappa opioid receptor blockers – cell-based, luminescence, uHTS (AID 1778). KOR beta-arrestin recruitment, luminescence, antagonist mode; higher % means a stronger effect. 290,000 compounds, 0.091% hits. one-dose inhibition, % at 10 µM; IC50 in µM for titrated hits; in the data active means inhibition above about 50%; further: strong numbers were not always called active
GPR55 LPI antagonism: inhibition of LPI-stimulated GPR55 beta-arrestin translocation – imaging, U2OS, beta-arrestin-GFP, LPI agonist, primary screen (AID 2013). inhibition, % at 10 µM, or IC50 in µM where a hit was titrated. 290,000 compounds, 0.13% hits. U2OS GPR55 beta-arrestin-GFP translocation imaging, LPI antagonism; higher % means a stronger effect;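 active means spots per cell inhibited over 60%, with over 100 cells counted and total cytoplasm intensity under 500,000; inconclusive means wells with under 100 cells, flagged as likely toxic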;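 further: U2OS cells stably carrying GPR55 and arrestin-GFP stimulated by 5 µM LPI near EC80; imaged beta-arrestin-GFP aggregate spots per cell after agonist stimulation; plate controls were LPI-stimulated DMSO wells for no effect and DMSO wells without LPI for full effect; some results filed as inactive read as strong as hits; confirmed hits need IC50 under 10 µM and bright autofluorescent wells are also inconclusive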
K1F lysis inhibition: protection from phage-mediated lysis, alamar blue read-out – E. coli UTI89, K1F phage, bacterial capsule biogenesis inhibitors (AID 488966); 340,000 compounds, 0.02% hits; inhibition, % at 100 µM; hits with a dose series show IC50 in µM; E. coli UTI89 K1F phage lysis, alamar blue, 2 h; higher % means a stronger effect;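 active means phage lysis inhibition, versus mean bacterial control, above a set limit; inconclusive means no clear call, values can overlap the other calls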;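 further: capsule biogenesis inhibitors block K1F phage lysis so surviving cells raise fluorescence; higher fluorescence means more inhibition of phage lysis; actives were called in the ten point dose series up to 300 µM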
NTR1 agonist cell count 20 µM: further read-out of NTR1 agonist, marked with its call; cell count; measured here: cell count, cytotoxicity flag
* = called active by the depositor; ? = inconclusive; / = no result given; [ ] = remark or other dose. Not all compounds are listed; the hit share may differ from the screen's.

SMILES | KOR beta-arrestin-1 | NOD1 NF-kB reporter | MgcRacGAP inhibition | GPR35 arrestin U2OS | GPR55 beta-arrestin | NTR1 agonist | NTR1 agonist cell count 20 µM | KOR beta-arrestin-2 | GPR55 LPI antagonism | K1F lysis inhibition
Cc1[nH]n(-c2ccccc2)c(=O)c1-c1cccc(Cl)c1 | 12% | 9% | ? | 10% | 0.0% | -2.6 | 86 | -10% | 3% | 2.4%
N#CC1(NC(=O)CN2CCN(S(=O)(=O)c3ccccc3F)CC2)CCCC1 | -0.4% | 7% | -14% | -3% | -0.2% | -0.4 | 54 | 11% | -2% | -0.3%
COc1ccc(C(CCN2CCCC(C)C2)c2c(OC)cc(OC)c3c2OC(=O)CC3c2cc(OC)c(OC)c(OC)c2)cc1 (stereo not given) | -3.8% | -6% | 10% | ? | -0.1% | -3.2 | 89 | 25% | 3% | 0.2%
COc1cccc(-c2nc(CS(=O)CC(=O)NCc3ccccc3)c(C)o2)c1 (stereo not given) | -5.9% | -4% | -2% | -10% | -0.1% | -0.4 | 106 | -10% | -7% | -0.6%
Cc1cc(SCCC(=O)O)nc2c(C)cccc12 | -1.1% | 3% | 2% | -3% | 0.0% | 3.1 | 83 | -22% | 3% | -0.9%
CCOCCCNC(=O)C1CCCN(S(=O)(=O)c2ccc(-n3cnnn3)cc2)C1 (stereo not given) | -1.2% | 16% | 2% | -3% | -0.1% | -0.3 | 52 | 1% | 0% | 0.4%
CCOc1ccc(NS(=O)(=O)c2ccc(NC(=O)c3cccnc3)c(OC)c2)cc1 | 6.2% | -31% | 8% | -15% | 0.5% | -1.3 | 51 | -15% | 0% | 0.3%
Cc1ccc(-c2nnc(CSc3nc4cc5c(cc4cc3C)OCO5)o2)cc1 | 9.1% | 4% | 1% | 3% | 0.2% | 3.7 | 62 | -8% | -2% | 1.7%
Cc1ccccc1Cn1nnc(-c2ccc3c(c2)OCO3)n1 | -6.9% | -38% | 12% | -3% | -0.1% | 2.6 | 36 | 12% | -1% | 1.2%
Cc1ccc(S(=O)(=O)/N=C(\N)Nc2nc(C)c3ccccc3n2)cc1 | -4.6% | 2% | 5% | 13% | -0.5% | -2.6 | 60 | -4% | -1% | 2.7%[50 µM]
CC(C)c1ccc(N(CC(=O)NC2CCCC2)C(=O)CCC(=O)Nc2nccs2)cc1 | 1.7% | 8% | 7% | -1% | -0.2% | -1.2 | 59 | 19% | -4% | -0.1%
CC1N(C(=O)N2CCOCC2)CCN1S(=O)(=O)c1cccc(C(F)(F)F)c1 (stereo not given) | 1.0% | -13% | 4% | 8% | 0.3% | 1.7 | 48 | 12% | 17% | 0.0%
CC(=O)N/C(=C\c1ccccc1)C(=O)OCC(=O)NC1CCCC1 | -4.8% | -20% | -8% | -8% | -0.2% | -1.1 | 50 | 4% | -6% | -0.1%
CCN(CC)C(=O)CSc1nnc(-c2ccccc2)n1-c1ccccc1 | 4.6% | 9% | -8% | 17% | 0.2% | -0.3 | 41 | 17% | 3% | -0.1%
COCCc1nnc(NC(=O)C(C)C)s1 | -3.1% | 2% | 9% | 21% | -0.1% | -1.6 | 46 | 3% | 10% | 0.4%
CC(=O)c1nn(-c2ccc(Br)cc2)cc1C(=O)c1ccco1 | -5.0% | -1% | -1% | 8% | 0.3% | -1.5 | 84 | -6% | 2% | 0.2%
COC(=O)c1cc(OC)c(OC)cc1N1C(=O)CC(C)(C)CC1=O | 0.0% | -12% | 7% | -10% | -0.1% | -0.8 | 79 | 4% | 4% | 0.2%
Cc1ccc(NC(=O)Cc2cn(C)c3ccccc23)cc1F | -3.5% | -7% | -6% | -5% | -0.4% | 0.3 | 84 | 5% | -17% | 1.2%
CC(/C=C/c1ccco1)=N\NC(=O)COc1ccc(C)c(C)c1 | / | 13% | 7% | 4% | -0.1% | 4.2 | 45 | -15%[20 µM] | -1% | 0.7%
COc1ccc2c(c1OC)C(=O)N1N=C(c3ccc(-c4ccccc4)cc3)CC21 (stereo not given) | -7.9% | -28% | 2% | 4% | -0.3% | 2.1 | 29 | 38% | 12% | 0.5%
COc1ccc(/C=C(\NC(=O)c2ccccc2)C(=O)NCc2ccco2)cc1OC | 2.1% | -9% | 7% | 5% | 0.4% | -1.8 | 44 | -10% | 19% | -0.1%
Cc1ccc(NC(=O)C2CCN(S(=O)(=O)c3ccc4[nH]c(=O)ccc4c3)CC2)c(C)c1 | -4.8% | -16% | 2% | -1% | -0.3% | 1.8 | 58 | -3%[20 µM] | 1% | 0.6%
COc1ccc(C2C=C(C34CC5CC(CC(C5)C3)C4)NC(=S)N2)cc1OC (stereo not given) | -3.7% | -12% | 6% | -14% | 0.1% | -0.3 | 74 | -7% | 10% | 0.3%
O=C(O)C1CC=CCC1C(=O)NCc1ccc2c(c1)OCO2 (stereo not given) | 6.1% | -17% | -5% | 0% | -0.3% | -0.7 | 74 | 18% | -12% | 0.7%
C/C(=N\S(=O)(=O)c1ccc(C)cc1)N1CCCCC1 | / | -36% | -2% | 19% | -0.1% | 0.2 | 29 | -10%[20 µM] | 12% | -1.0%
CCOC(=O)c1ccc(N2C(=O)CC(SCC(N)C(=O)OCC)C2=O)cc1 (stereo not given) | -1.0% | 12% | 6% | 8% | -0.1% | 1.5 | 91 | -53% | -2% | 0.9%
CS(=O)(=O)N(CC(=O)N1CCc2ccccc2C1)c1cccc(F)c1 | 0.2% | -16% | 13% | 1% | -0.1% | 0.6 | 56 | -6%[20 µM] | 6% | 0.2%
N#Cc1c(N)n(CCOC(=O)c2ccc(Cl)cc2)c2nc3ccccc3nc12 | 2.6% | -9% | 4% | 8% | 0.6% | / | / | -19% | -11% | 0.0%
CC1(C)C(=O)OC(c2cccn2-c2ccc([N+](=O)[O-])cc2)C(C)(C)C1=O (stereo not given) | -2.6% | -10% | 2% | 3% | -0.5% | 0.3 | 48 | 19% | 12% | 3.8%
Cc1c(NS(=O)(=O)c2ccc(Cl)c(C(=O)OCC(=O)NCc3ccco3)c2)c(=O)n(-c2ccccc2)n1C | -3.1% | -22% | 2% | 15% | 1.3% | 0.4 | 61 | -2% | -6% | -0.1%
CCOC(=O)CC(NC(=O)CCc1c(C)nc2ncnn2c1C)c1ccc(OC(C)C)cc1 (stereo not given) | -1.7% | 2% | 8% | -1% | 0.1% | -0.4 | 74 | -12% | 12% | 0.1%
Cc1nnc(NC(=O)CSc2nnc(CNC(=O)c3ccccc3)n2-c2ccccc2)s1 | -0.5% | 24% | 3% | 6% | -0.1% | 0.2 | 52 | -50% | -4% | 11%
Cc1nn(C)c(C)c1CNC(=O)/C=C/c1ccccc1F | -0.1% | -24% | 5% | 3% | -0.1% | 1.4 | 61 | 27% | 13% | 0.2%
O=C(CCNC(=O)C1CCN(S(=O)(=O)c2ccccc2)CC1)NCc1ccc(Cl)cc1 | 2.1% | -37% | 2% | -1% | -0.1% | 0.0 | 80 | -36% | 7% | 0.1%
CC(C)NC(=O)NC(=O)COC(=O)c1ccccc1F | -2.0% | -13% | 8% | 6% | 0.3% | 1.2 | 43 | -18% | 5% | 2.6%[50 µM]
Cc1ccc(C(=O)NCC(C)(C)N2CCOCC2)s1 | -6.4% | -2% | 8% | 3% | 0.0% | -2.4 | 49 | -14% | 2% | 3.1%
CCOc1ccc(NC(=O)c2cc3c(=O)n(C)c4ccccc4c3n2C)cc1 | -4.6% | -50% | 3% | 8% | -0.2% | 4.5 | 67 | 19% | 14% | -1.3%
Cc1cccc2c(=O)oc(-c3ccccc3Cl)nc12 | 0.5% | -28% | 9% | 2% | -0.3% | 1.5 | 59 | -68%[20 µM] | -1% | 0.4%
COc1ccc(Cl)cc1NC(=O)CN(C)C1CCCCC1 | 3.4% | -22% | 7% | -4% | -0.1% | -0.5 | 94 | 23% | 17% | 4.8%
COc1ccc(-c2cn(-c3ccccc3)nc2CO)cc1 | 1.7% | -19% | 2% | -7% | -0.1% | 1.0 | 33 | -23% | 10% | 1.3%
CO/N=C/c1ccc(N2CCN(C(=O)c3ccc(Cl)cc3Cl)CC2)c([N+](=O)[O-])c1 | -0.8% | 42% | 7% | -5% | 1.1% | 13 | 73 | -4% | 12% | 0.7%
CCOc1ccc(C(=O)N2CCN(Cc3ccccc3)CC2)cc1 | 18% | -15% | 3% | 4% | 0.3% | 1.2 | 44 | -13% | 3% | 0.1%
CCN(CC)CCn1c(=S)[nH]c2ccc(Br)cc2c1=O | -1.6% | -12% | 6% | 13% | 0.1% | -1.9 | 58 | -17% | 22% | 0.0%
CCn1nc(C)c(Br)c1C(=O)Sc1ccccc1Cl | -2.3% | -1% | 43% | 5% | -0.2% | 2.0 | 53 | 2% | 21% | 0.6%
CC(C)(C)c1cc(NC(=O)COc2ccc(Br)cc2)n(-c2ccccc2)n1 | -0.9% | -22% | 6% | 10% | -0.1% | 16 | 71 | 12% | -1% | 2.3%
CCn1c(CNc2cccc(Cl)c2)nnc1SCC(=O)OC1CCCCC1 | 21% | -8% | -1% | 1% | -0.2% | 0.9 | 50 | -8% | -6% | -0.8%
Cc1ccc(COC(=O)Cc2coc3cc(O)ccc23)cc1 | 2.8% | -26% | 30µM* | 11% | 0.2% | -0.1 | 44 | -30% | 6% | 0.0%
Cc1nnc(N2CCCC(C(=O)NCc3cccc(F)c3)C2)c2nn(-c3ccccc3)c(C)c12 (stereo not given) | -0.1% | -13% | 10% | -13% | -0.1% | 6.6 | 65 | -1% | 12% | -0.3%
C#Cc1ccc([C@H]2C=C(C(=O)N3CCOCC3)O[C@@H](OCc3ccc(CO)cc3)C2)cc1 | -3.2% | -30% | 9% | -5% | 0.5% | -0.5 | 62 | -1% | 12% | 3.8%
COc1ccccc1N1CCN(S(=O)(=O)c2cc3[nH]c(=O)c(=O)[nH]c3cc2C)CC1 | 12% | -9% | 2% | -7% | -0.2% | 0.4 | 67 | -11% | 8% | 0.2%
